# Source: PubChem BioAssay
# S1P3 ag = S1P3 (human) receptor agonism; S1P3 NFAT-BLA reporter cells, FRET ratio; relative to 1 µM S1P, basal subtracted; activation, % at 4.5 µM; 60,000 compounds, 0.1% hits;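 active means activation above the screen-wide mean plus 3 SD, cut at about 4.5% in these data, passing the limit was not always enough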; further: some compounds called inactive have numbers as strong as hits
#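 Benchmarks: high control 1 µM S1P / System: stable CHO line with human S1P3, Gα16, NFAT-BLA reporter / Dosing: single compound concentration, 4.5 µM final / Timing: 4 h compound at 37 °C, 2 h substrate at RT / Measured by: FRET β-lactamase substrate fluorescence, excitation 405 nm, 460/535 nm emission ratio, background-subtracted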
# HEK293 NFkB inh = lowers PMA/ionomycin-induced NF-kB signal in HEK293 cells. HEK-293 NF-kB luciferase reporter, luminescence. inhibition, % at 3 µM. 62,000 compounds, 0.21% hits;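 active means inhibition above the mean of all tested compounds plus 3 SD, cut at about 40% in these data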;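 further: 0% = stimulated DMSO wells and 100% = 10 µM reference inhibitor 5653914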
#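 Timing: 1 h pretreatment, 16 h stimulation, 37 °C; system: HEK-293 cells with stable firefly luciferase reporter driven by four HIV NF-kB elements; doses: 3 µM once, 0.30% DMSO; measured by: luciferase luminescence; control set: DMSO and 10 µM reference inhibitor; repeats: single test; reagent: PMA plus ionomycin mix as NF-kB-activating stimulus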
# S1P1 ag pot = agonists and agonism potentiators of human S1P1 receptor; P21453; S1P1 CRE-bla cells, forskolin, beta-lactamase FRET, potentiator mode; S1P1 agonist co-added at EC20, 2 nM; 100% = saturating reference agonist, 0% = basal; activation, % at 9.5 µM; 56,000 compounds, 0.57% hits;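 active means activation above a cutoff set at the mean activation of all tested compounds plus 3 SD, cut at about 54% in these data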;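 further: forskolin at 4 µM as EC80 and the EC20 agonist is SEW2871; 100% = SEW2871 at its EC100 plus forskolin at EC80; some compounds past the cut are filed as inactive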
# M1 antagonist = M1 muscarinic receptor (rat) antagonism | P08482 | CHO-M1 cells, Fluo-4 calcium, ACh EC80 antagonist mode; stronger effect = lower value | B-score at 10 µM | 64,000 compounds, 3.4% hits | AID 628;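 active means calcium fluorescence response, raw or row-and-column corrected B-score, differing from the plate sample mean either way at a set confidence level, mostly lower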
# 5HT1E ag = agonists of human 5-HT1E serotonin receptor | CHO 5-HT1E Ga15 NFAT-bla reporter, FRET; 0% DMSO wells, 100% control agonist wells | activation, % at 6 µM | 65,000 compounds, 0.69% hits | AID 574;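 active means activation above a set limit, the screen-wide mean activation plus 3 SD, cut at about 8.5% in these data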;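 further: 100% = positive control agonist at 1 µM giving full maximal response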
# M1 ag = activates the M1 muscarinic receptor | 64,000 compounds, 3% hits | CHO-M1 cells, Fluo-4 calcium fluorescence, agonist mode; stronger effect = higher value | B-score at 10 µM;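 active means fluorescence rise, raw or as B-score row- and column-corrected plate score, outside the 99.7% band of its plate's samples, either direction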
# HTR1E antagonist = antagonists of human 5-HT1E serotonin receptor | CHO 5-HT1E Ga15 NFAT-bla reporter, FRET, antagonist | inhibition, % at 6 µM | 65,000 compounds, 0.99% hits | AID 571;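 active means inhibition above a set limit, the mean inhibition across every tested compound plus 3 SD, cut at about 29% in these data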;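 further: signal is the 460 over 535 nm emission ratio of beta-lactamase substrate; 0% = agonist plus DMSO wells and 100% = wells without agonist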
# HER2 expr 66K = lowers expression of human Her2 kinase; P04626; SKBR-3 HER2 protein level, AlphaScreen, 18-24 h; stronger effect = lower value; HER2 level % of control, % at 10 µM; 65,000 compounds, 0.69% hits;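 active means HER2 level under 5% of the carrier-only control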;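 further: 100% = DMSO carrier and 0% = 500 nM PU-H71 HSP90 inhibitor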
# Target sequence (P04626 whole entry, looked up): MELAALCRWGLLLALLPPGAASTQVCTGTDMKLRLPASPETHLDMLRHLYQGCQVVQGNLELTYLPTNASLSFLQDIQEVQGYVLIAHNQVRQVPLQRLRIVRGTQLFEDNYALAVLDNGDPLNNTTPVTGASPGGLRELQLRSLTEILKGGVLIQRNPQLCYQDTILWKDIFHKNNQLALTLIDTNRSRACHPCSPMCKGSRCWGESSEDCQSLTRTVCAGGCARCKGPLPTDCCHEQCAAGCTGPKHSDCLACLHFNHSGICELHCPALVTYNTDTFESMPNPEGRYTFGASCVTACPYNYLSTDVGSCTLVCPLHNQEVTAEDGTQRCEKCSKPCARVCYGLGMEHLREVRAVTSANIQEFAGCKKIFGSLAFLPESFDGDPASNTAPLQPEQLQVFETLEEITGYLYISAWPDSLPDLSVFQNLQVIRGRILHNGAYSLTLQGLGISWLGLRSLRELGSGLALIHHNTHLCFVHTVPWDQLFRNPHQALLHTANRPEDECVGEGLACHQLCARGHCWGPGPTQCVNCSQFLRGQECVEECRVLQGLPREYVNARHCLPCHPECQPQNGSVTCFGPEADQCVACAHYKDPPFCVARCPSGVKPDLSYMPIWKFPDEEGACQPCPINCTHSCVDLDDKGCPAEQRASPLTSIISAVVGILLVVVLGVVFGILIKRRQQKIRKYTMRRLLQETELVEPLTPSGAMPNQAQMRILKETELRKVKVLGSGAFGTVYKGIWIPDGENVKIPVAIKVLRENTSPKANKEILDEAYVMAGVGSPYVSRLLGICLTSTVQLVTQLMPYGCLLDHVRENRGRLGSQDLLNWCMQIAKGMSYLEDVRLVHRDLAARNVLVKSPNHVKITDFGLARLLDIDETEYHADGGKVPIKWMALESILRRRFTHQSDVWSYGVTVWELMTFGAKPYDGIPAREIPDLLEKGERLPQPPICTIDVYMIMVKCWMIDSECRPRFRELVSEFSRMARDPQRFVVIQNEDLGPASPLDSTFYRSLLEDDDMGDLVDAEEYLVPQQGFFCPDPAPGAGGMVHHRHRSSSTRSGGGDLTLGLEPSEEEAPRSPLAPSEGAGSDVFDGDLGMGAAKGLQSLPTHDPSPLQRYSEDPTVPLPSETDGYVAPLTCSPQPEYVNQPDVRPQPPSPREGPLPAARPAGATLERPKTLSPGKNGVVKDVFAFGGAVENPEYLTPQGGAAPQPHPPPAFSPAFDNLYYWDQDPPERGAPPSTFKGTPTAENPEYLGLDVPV
# Jurkat tox 60K = cytotoxicity toward Jurkat cells; 56,000 compounds, 1.2% hits; Jurkat E6.1 viability, ATP luminescence, 48 h; inhibition, % at 4 µM;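 active means inhibition above the mean inhibition of all tested compounds plus 3 SD, cut at about 28% in these data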
# Active calls of the source: *; · = no result given.
nr	Molecule	S1P3 ag	HEK293 NFkB inh	S1P1 ag pot	M1 antagonist	5HT1E ag
1	COc1ccc(-c2nnc(SC(=O)N3c4ccccc4Sc4ccccc43)o2)cc1	-1.5	10	-3	0.19	0.6
2	O=S(NCc1ccco1)C12CC3CC(CC(C3)C1)C2 (centres undefined)	·	19	·	0.024	0.1
3	Cc1cc(C(=O)Nc2sc3c(c2C#N)CCC(C(C)(C)C)C3)no1 (centres undefined)	-0.8	12	16	0.41	-1.3
4	CC(C)(C)NC(=O)C1CCCN(S(=O)(=O)c2cccc3cccnc23)C1 (centres undefined)	-0.7	18	-8	1.5	1.4
5	Cc1ccc2c(=O)c(CN(C)C3CCN(C)CC3)c(C)[nH]c2c1C	-2.8	·	-2	0.022	-0.6
6	Cn1c(CN2CCCC2)nc2cc(NC(=O)COc3ccc(Cl)cc3)ccc21	-0.5	16	·	-1.4	1.2
7	CCN(CCCNC(=O)C1CCC(=O)N1C1CCCC1)c1cccc(C)c1 (centres undefined)	1.2	10	1	0.45	-0.1
8	CC1CCCCC1NC(=O)c1ccc(CNc2c(N3CCCC3)c(=O)c2=O)cc1 (centres undefined)	1.4	-1	-11	1.2	0.3
9	CCOC(=O)C1=C(C)NC2=C(C(=O)CCC2)C1c1cccnc1 (centres undefined)	-0.8	4	·	-0.055	0.9
10	OCCN1CCN(c2ncnc3ccc(Br)cc23)CC1	-1.3	16	50	0.44	-0.3
11	CS(=O)(=O)N(CCc1ccccc1)CC(=O)NCc1ccc2c(c1)OCO2	-0.6	19	6	-0.75	-0.5
12	CCOC(=O)c1c(C)[nH]c(C)c1C(=O)COC(=O)c1cccc(S(=O)(=O)NC)c1	0.1	15	-5	0.32	0.6

nr	M1 ag	HTR1E antagonist	HER2 expr 66K	Jurkat tox 60K
1	0.084	7	-16*	-3
2	-0.2	-8	164	·
3	-2	-10	85	1
4	-0.45	-3	108	6
5	-0.55	12	76	·
6	-1.2	5	99	7
7	-0.04	-1	92	0
8	0.81	-9	86	-3
9	-0.091	-6	117	0
10	0.81	17	87	0
11	1.6	3	107	7
12	1.2	-5	99	-1

# Carrying on.
nr	Molecule	S1P3 ag	HEK293 NFkB inh	S1P1 ag pot	M1 antagonist	5HT1E ag
13	C=C(C)Cn1c(CCCNC(=O)CCC)nc2ccccc21	·	8	·	-0.91	-0.2
14	CCOc1ccc(-c2nc(N)ncc2-c2ccccc2)c(O)c1	-1.2	20	0	-0.018	1.4
15	O=C(O)c1ccc(-n2c(-c3ccccc3)n[nH]c2=S)cc1	-0.5	11	2	-0.18	0.0
16	CC(=O)Nc1nc2n(n1)C(c1ccccc1)C=C(c1ccccc1)N2 (centres undefined)	-1.5	9	·	0.27	-0.8
17	Cc1cccc(N2CCN(C(=O)C3CCCN(S(=O)(=O)c4cccc5cccnc45)C3)CC2)c1C (centres undefined)	-1.4	19	66	-0.71	18*
18	COc1ccc2cc(C)c(SCC(=O)Nc3cc(C)on3)nc2c1	0.3	-1	7	-0.12	0.3
19	OCCN1CCN(CC(O)COc2ccc3c(c2)OCO3)CC1 (centres undefined)	0.4	-2	9	0.7	16*
20	COc1ccc(C(c2nnnn2CC2CCCO2)N2CCN(c3cccc(C)c3C)CC2)cc1 (centres undefined)	-0.7	7	11	0.63	2.8
21	COc1cccc(NS(=O)(=O)c2ccc(S(=O)(=O)N3CCOCC3)cc2)c1	·	11	·	-0.37	-0.5
22	CCC(NS(=O)(=O)c1ccc(C)cc1)C(=O)N1CCC2(O)CCCCC2C1 (centres undefined)	-1.2	8	3	0.68	-0.6
23	O=C1/C(=C/Nc2ccc3c(c2)OCO3)CCc2ccccc21	-2.8	-13	-13	-0.18	-0.1
24	CCOC(=O)c1cccc(NC(=O)CSc2nnc(C3CCCCC3)n2C)c1	-1.7	-4	5	0.00066	1.1

nr	M1 ag	HTR1E antagonist	HER2 expr 66K	Jurkat tox 60K
13	0.0018	8	64	·
14	-0.097	10	87	3
15	0.51	-5	133	2
16	20*	34*	106	3
17	4.6*	0	57	15
18	1.4	1	69	-5
19	0.88	-5	89	0
20	0.31	6	92	8
21	-1.5	2	211	·
22	0.14	2	111	2
23	0.97	4	86	2
24	-0.72	-1	115	6

# 11 structures out of the list, sorted by molar mass, largest number first:
nr	Molecule	S1P3 ag	HEK293 NFkB inh	S1P1 ag pot	M1 antagonist	5HT1E ag
17	Cc1cccc(N2CCN(C(=O)C3CCCN(S(=O)(=O)c4cccc5cccnc45)C3)CC2)c1C (centres undefined)	-1.4	19	66	-0.71	18*
20	COc1ccc(C(c2nnnn2CC2CCCO2)N2CCN(c3cccc(C)c3C)CC2)cc1 (centres undefined)	-0.7	7	11	0.63	2.8
12	CCOC(=O)c1c(C)[nH]c(C)c1C(=O)COC(=O)c1cccc(S(=O)(=O)NC)c1	0.1	15	-5	0.32	0.6
21	COc1cccc(NS(=O)(=O)c2ccc(S(=O)(=O)N3CCOCC3)cc2)c1	·	11	·	-0.37	-0.5
24	CCOC(=O)c1cccc(NC(=O)CSc2nnc(C3CCCCC3)n2C)c1	-1.7	-4	5	0.00066	1.1
18	COc1ccc2cc(C)c(SCC(=O)Nc3cc(C)on3)nc2c1	0.3	-1	7	-0.12	0.3
16	CC(=O)Nc1nc2n(n1)C(c1ccccc1)C=C(c1ccccc1)N2 (centres undefined)	-1.5	9	·	0.27	-0.8
19	OCCN1CCN(CC(O)COc2ccc3c(c2)OCO3)CC1 (centres undefined)	0.4	-2	9	0.7	16*
14	CCOc1ccc(-c2nc(N)ncc2-c2ccccc2)c(O)c1	-1.2	20	0	-0.018	1.4
15	O=C(O)c1ccc(-n2c(-c3ccccc3)n[nH]c2=S)cc1	-0.5	11	2	-0.18	0.0
23	O=C1/C(=C/Nc2ccc3c(c2)OCO3)CCc2ccccc21	-2.8	-13	-13	-0.18	-0.1

nr	M1 ag	HTR1E antagonist	HER2 expr 66K	Jurkat tox 60K
17	4.6*	0	57	15
20	0.31	6	92	8
12	1.2	-5	99	-1
21	-1.5	2	211	·
24	-0.72	-1	115	6
18	1.4	1	69	-5
16	20*	34*	106	3
19	0.88	-5	89	0
14	-0.097	10	87	3
15	0.51	-5	133	2
23	0.97	4	86	2

# The list goes on:
nr	Molecule	S1P3 ag	HEK293 NFkB inh	S1P1 ag pot	M1 antagonist	5HT1E ag
25	COc1ccc(C2(O)CCN(CCCCOc3ccccc3)CC2)cc1	0.1	11	2	-2.6*	0.1
26	O=C(NCc1ccco1)[C@@H]1CSC2c3ccccc3C(=O)N21 (some centres undefined)	0.0	7	0	-0.13	0.5
27	Cc1ccc(C(=O)N(Cc2nc(-c3ccc(C)cc3)no2)C(C)C)cc1	0.1	8	-18	-0.52	0.8
28	Cc1ccc(C)n1-n1cnc2sc3c(c2c1=O)CCC3	-0.8	19	-16	-0.055	0.5
29	CCOC(=O)C1CCCN(c2c(NCCCN(CC)c3cccc(C)c3)c(=O)c2=O)C1 (centres undefined)	0.2	-4	-8	-5.2*	1.3
30	COc1ccc2c(c1OC)C(=O)OC2Nc1ccccc1S(=O)(=O)C(F)F (centres undefined)	-0.3	18	-15	-0.0044	-0.8
31	Cn1nc(CC(=O)NCCN2C(=O)CSC2=O)c2ccccc2c1=O	-0.6	11	·	0.24	-0.1
32	COc1cc(NC(=O)CS(=O)(=O)c2ccccc2)cc(OC)c1OC	0.0	1	·	0.39	0.2
33	CCCn1c(=S)[nH]c2cc(C(=O)N3CCN(c4ccccc4OC)CC3)ccc2c1=O	·	14	·	0.93	-0.5
34	CCOC(=O)CSc1nnc([C@H](CC(C)C)NC(=O)OC(C)(C)C)o1	-1.2	10	-14	0.54	-0.5
35	CN1c2ccccc2-c2nc3ccccc3n2C1c1ccco1 (centres undefined)	-3.0	·	-4	-0.096	0.2
36	Cc1cccc(NC(=O)c2cc(S(=O)(=O)NCc3ccco3)ccc2F)c1C	2.0	11	9	0.39	-0.8

nr	M1 ag	HTR1E antagonist	HER2 expr 66K	Jurkat tox 60K
25	-0.46	4	113	-3
26	0.43	-2	95	4
27	-2.8	-9	95	-2
28	0.35	4	117	-1
29	-0.027	-7	84	5
30	-0.22	-11	-21*	3
31	-0.021	-6	·	3
32	0.83	-1	108	-8
33	-0.63	3	57	·
34	-0.025	-1	121	0
35	-0.11	-6	77	·
36	0.4	6	101	-5

# Continued:
nr	Molecule	S1P3 ag	HEK293 NFkB inh	S1P1 ag pot	M1 antagonist	5HT1E ag
37	COC(=O)c1ccc(C2/C(=C(/O)c3ccc(OC(C)C)cc3)C(=O)C(=O)N2c2cc(C)on2)cc1 (centres undefined)	-1.0	-2	-34	-0.038	-0.1
38	Cc1cc(C(=O)OCC(=O)N2CCOCC2)c2ccccc2n1	0.4	9	3	0.71	0.5
39	O=C(O)CCSc1nc2ccccc2c(=O)[nH]1	0.2	4	-16	0.98	-0.6
40	Cc1ccc(C(=O)NCC(=O)O)cc1S(=O)(=O)N1CCCCC1	-0.6	20	-15	1.7	-0.6
41	CC(=O)c1cccc(NC(=O)CN(c2ccccc2)S(C)(=O)=O)c1	-1.0	3	4	0.25	-1.2
42	CCCN1C2CCCC1CC(NC(=O)c1ccccc1OCC)C2 (centres undefined)	-0.4	11	-6	-3.8*	-0.8
43	CCCSC1=N/C(=C\C=C\c2ccco2)C(=O)S1	-0.7	17	9	0.11	0.1
44	CN1C(=O)N(C)C2(CC1(C)C)CC(C)(C)N(C)C(=O)N2C	3.0	9	-5	0.26	0.2
45	COc1ccc(NC(=O)c2cc(CC(C)C)on2)cc1OC	0.5	7	21	0.64	0.9
46	COC(=O)C(C(=O)Nc1cc(C)on1)C1CCCCCC1 (centres undefined)	-0.8	-6	-10	-0.2	-1.1

nr	M1 ag	HTR1E antagonist	HER2 expr 66K	Jurkat tox 60K
37	0.13	0	99	-5
38	0.48	0	87	-12
39	0.61	-7	115	-4
40	0.16	4	110	-2
41	0.38	1	97	0
42	1	-4	152	-3
43	-1.1	-2	-3.4*	-2
44	0.17	1	82	3
45	0.38	-9	115	-5
46	1.5	6	102	-2
